M. tuberculosis HTS – M. tuberculosis growth inhibition, HTS (AID 449762); M. tuberculosis H37Rv growth inhibition, 7H9 media; higher % means a stronger effect; inhibition, % at 25 µM; hits with a dose series show IC50 in µM; 330,000 compounds, 0.59% hits; in the data active = a potency from the dose series; inconclusive = inhibition above about 70% without an active follow-up result;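 note: bacterial growth assessed after seven days of incubation; strong numbers were not always called active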
PhoP GFP inhibition – PhoP regulon inhibitors, Salmonella typhi PhoP promoter GFP reporter, confirmatory (AID 1850) | Salmonella Typhi PhoP-promoter GFP reporter, fluorescence, 4 h; higher % means a stronger effect | inhibition, % at 50 µM; hits with a dose series show IC50 in µM | 310,000 compounds, 0.33% hits; in the data active = a potency from the dose series; inconclusive = inhibition mostly from about 25% at the one dose, without a potency; inactive = the rest, 99 in 100 with inhibition below about 19%;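 note: 0% = induced wells with vehicle and 100% = uninduced wells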
influenza NS1A – NS1A inhibition, H1N1 influenza, cell based functional assay (AID 504329) | 340,000 compounds, 0.3% hits | NS1A functional cell-based assay, percent inhibition; higher % means a stronger effect | inhibition, % at 12.5 µM, or IC50 in µM where a hit was titrated; in the data active = a potency from the dose series; inconclusive = inhibition above about 27% without an active follow-up result; note: strong numbers were not always called active
tuberculosis growth – growth inhibition of non-replicating M. tuberculosis (AID 488890) | Mycobacterium tuberculosis non-replicating, growth inhibition; higher % means a stronger effect | inhibition, % at 25 µM; hits with a dose series show IC50 in µM | 320,000 compounds, 0.39% hits; in the data active = a potency from the dose series; inconclusive = inhibition mostly from about 82% at the one dose, without a potency; inactive = the rest, 99 in 100 with inhibition below about 76%;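 note: plate controls were DMSO cells for no effect and high antibiotic wells for full effect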
VEEV TC-83 Vero – inhibitors of VEEV TC-83 cytopathic effect, confirmation, Vero cells (AID 588727) | Vero cells, VEEV TC-83 cytopathic effect inhibition; higher % means a stronger effect | one-dose inhibition, % at 20 µM; IC50 in µM for titrated hits | 350,000 compounds, 0.13% hits; in the data active = a potency from the dose series; inconclusive = inhibition mostly from about 14% at the one dose, without a potency; inactive = the rest, 99 in 100 with inhibition below about 12%; note: strong numbers were not always called active
VEEV TC-83 Vero 10K pilot screen – further read-out of VEEV TC-83 Vero, marked with its call; inhibition, %; measured here: 10K pilot screen inhibition
An asterisk follows results filed as active; i = inactive; ? = inconclusive; nt = not tested or not shown.

SMILES	M. tuberculosis HTS	PhoP GFP inhibition	influenza NS1A	tuberculosis growth	VEEV TC-83 Vero	others
O=C(CSc1cn(Cc2cccc(F)c2)c2ccccc12)NCc1ccc(F)cc1	-1%	-2%	4%	-16%	0.9%
CC[C@@]1(C(=O)OC)N[C@H](CN(C)C(=O)COC)[C@@H]2C(=O)N(C)C(=O)[C@@H]21	-2%	nt	-11%	-5%	0.4%
C/C(Cc1ccccc1)=N\NC(=O)CNC(=O)c1cccc(F)c1	8%	-2%	-3%	-8%	4.8%
CCOP(=O)(OCC)c1nc(-c2ccc(Cl)cc2Cl)oc1N1CCCCC1	3%	-4%	4%	10%	1.5%
CCCCN1C(=O)C(C)=C(C)C1OCCc1ccc(OC)c(OC)c1 (stereo not drawn)	?	10%	-24%	12%	1.0%
Cc1ccc(C(=O)Nc2nc3ccc(S(C)(=O)=O)cc3s2)o1	-4%	-9%	7%	12%	4.7%
Cc1csc(=O)n1CCC(=O)OCC(=O)Nc1ccc(F)c(F)c1F	-8%	-5%	-2%	-14%	1.9%
O=C(CCC(=O)c1cccs1)Nc1ccccc1F	-10%	-3%	-1%	-6%	2.4%
Cc1occc1C(=O)NNC(=O)Nc1ccc(F)cc1F	-6%	-4%	-2%	-32%	3.0%	VEEV TC-83 Vero 10K pilot screen=1.0
CN(Cc1ccccc1)C(=O)CN1C(=O)NC2(CCCC2)C1=O	3%	nt	12%	0%	2.2%
Nc1ccc2[nH]c(=S)sc2c1	nt	nt	6%	nt	0.9%
C=CCOc1cccc(C2/C(=C(/O)c3ccc(C)cc3)C(=O)C(=O)N2CCN2CCOCC2)c1 (stereo not drawn)	0%	3%	-2%	10%	0.5%
CC(=O)Nc1nc(-c2ccc3c(c2)CC(C)N3C(=O)C2CC2)c(C)s1 (stereo not drawn)	-8%	3%	8%	2%	9.1%
O=S(=O)(NNc1ncc(C(F)(F)F)cc1Cl)c1ccc(F)cc1F	5%	nt	-16%	5%	1.8%
Cc1ccc(C(=O)NCC(=O)Nc2ccc3c(c2)CCC3)cc1	6%	nt	1%	-10%	0.0%
CN(Cc1ccccc1)c1ccc(S(=O)(=O)N2CCC(C(=O)O)CC2)cc1[N+](=O)[O-]	-4%	3%	-6%	-4%	i
O=S(=O)(O)c1nc2ccccc2n1Cc1ccccc1	6%	-9%	-8%	20%	0.0%
Cc1ccc(-c2ccnc(=S)[nH]2)cc1	45µM*	3%	0%	78%	1.6%
COCCOC(=O)c1c(C)n(C)c2ccc(OC(=O)c3c(OC)cccc3OC)cc12	7%	-10%	-3%	43%	12%
Cc1cccc(OC(C)C(=O)N/N=C\c2ccncc2)c1 (stereo not drawn)	23%	3%	-5%	1%	1.0%
CN(C)S(=O)(=O)c1cccc(C(=O)NCC2(N3CCOCC3)CCCCC2)c1	-10%	-5%	17%	6%	1.9%
CCCCC(=O)Nc1ccc(C(=O)NNC(=O)c2ccc(C)c(Br)c2)cc1	-8%	0%	0%	8%	0.5%
CCOc1ccc2nc(SCC(=O)NCc3ccc(S(N)(=O)=O)cc3)sc2c1	-2%	-1%	-21%	45%	i
C=CCOC(=O)C1=C[C@@H](c2ccc3c(c2)OCO3)C[C@@H](OCc2ccc(CO)cc2)O1	7%	-23%	7%	27%	0.0%
COc1ccc(CNCCNC(=O)c2cccs2)cc1OC	6%	0%	-6%	36%	1.2%

The list goes on.
SMILES	M. tuberculosis HTS	PhoP GFP inhibition	influenza NS1A	tuberculosis growth	VEEV TC-83 Vero	others
COCCn1nnnc1CN1C2CCCC1CC(NC(C)=O)C2 (stereo not drawn)	-1%	-10%	-5%	-11%	4.7%
CN1CCN(C(=O)N2c3ccccc3C=Cc3ccccc32)CC1	-9%	3%	6%	3%	0.3%
O=c1oc2ccccc2n1CSC1=NCCS1	-4%	-6%	-4%	36%	5.1%
CCCOC(=O)C1=C(C)NC(=O)NC1c1ccc(Br)s1 (stereo not drawn)	-5%	6%	1%	11%	2.9%
C=CCNc1nc(Cl)nc(Nc2ccccc2)n1	6%	2%	-6%	16%	1.5%
COC(=O)[C@H]1C[C@@H]1[C@H](NC(=O)c1ccccc1)c1ccccc1	-1%	3%	-6%	1%	1.8%
Cc1cnc(C(=O)N2CCCC(C(=O)c3cccc(OC(C)C)c3)C2)cn1 (stereo not drawn)	-2%	-9%	-12%	-2%	i
CCn1cc(C(=O)O)c(=O)c2cnc(N3CCN(C(=S)Nc4ccc(F)cc4)CC3)nc21	9%	-6%	nt	-12%	nt
CCn1cc(C(=O)NN)c(=O)c2cc(F)c(N3CCN(C)CC3)cc21	5%	4%	10%	-4%	1.2%
Cc1c(CC(=O)NCC(=O)N[C@H](Cc2ccccc2)C(=O)O)c(=O)oc2cc(O)ccc12	-9%	-18%	-10%	-1%	0.7%
Cc1noc(C)c1CSCC(=O)Nc1cc(S(=O)(=O)N2CCCCC2)ccc1OC(C)C	0%	-1%	-4%	3%	9.0%
Cn1c(=NC(=O)C2CC2)sc2cccc(F)c21	-2%	5%	9%	14%	1.6%
Cc1cc(C)n(-c2nnc(C)n2/N=C/c2ccccc2F)n1	-10%	-3%	2%	-4%	4.4%
Cc1cccc(-n2ccnc2SCC(=O)Nc2ccc3c(c2)OCCO3)c1	2%	-2%	10%	-10%	2.9%
CC(CNC(=O)COc1ccc2c(c1)OCO2)c1ccccc1 (stereo not drawn)	-4%	nt	-2%	33%	4.1%
COCCOC(=O)c1c(C)oc2ccc(OS(C)(=O)=O)cc12	0%	3%	-3%	24%	1.8%
COc1ccc(S(=O)(=O)N2CCC(NC(=O)C3CCCCC3)CC2)cc1	-14%	8%	7%	-14%	i
CC(C)(C)OC(=O)N1CC2Cc3[nH]c(=O)ccc3C(C2)C1 (stereo not drawn)	-3%	0%	2%	-10%	0.5%
COc1ccc(C2CC(c3cccs3)=NN2C(=O)CSC2=NN3CCCC(=O)N=C3S2)cc1 (stereo not drawn)	10%	7%	-4%	37%	9.8%
CCCCn1c(N)c(N(CCOC)C(=O)C(C)Oc2ccc(Cl)cc2)c(=O)[nH]c1=O (stereo not drawn)	0%	-6%	-7%	4%	6.5%
CC(C)(C)CC(=O)Nc1cccc(-c2cn3cccnc3n2)c1	1%	-10%	-3%	18%	4.6%
Cc1ccc(S(=O)(=O)N2CCCCC2)cc1C(=O)OC(C)C(=O)NC1CCCCC1C (stereo not drawn)	nt	nt	-11%	nt	8.1%
CC1CC(C)CN(C2CCCCC2NS(=O)(=O)c2ccc(Cl)cc2)C1 (stereo not drawn)	7%	-10%	-13%	0%	0.1%
CCOC(=O)C1Oc2ccccc2C(C(=O)OC)=C1C(=O)OC (stereo not drawn)	nt	nt	14%	nt	0.5%
CCOc1ccccc1N1CCN(C(=O)Nc2cccc(Cl)c2)CC1	6%	-12%	-2%	24%	1.1%

A section from the list above:
SMILES	M. tuberculosis HTS	PhoP GFP inhibition	influenza NS1A	tuberculosis growth	VEEV TC-83 Vero	others
CC1CC(C)CN(C2CCCCC2NS(=O)(=O)c2ccc(Cl)cc2)C1 (stereo not drawn)	7%	-10%	-13%	0%	0.1%
CCOC(=O)C1Oc2ccccc2C(C(=O)OC)=C1C(=O)OC (stereo not drawn)	nt	nt	14%	nt	0.5%

7 entries drawn at random from the list so far, as already listed:
SMILES	M. tuberculosis HTS	PhoP GFP inhibition	influenza NS1A	tuberculosis growth	VEEV TC-83 Vero	others
CCOC(=O)C1Oc2ccccc2C(C(=O)OC)=C1C(=O)OC (stereo not drawn)	nt	nt	14%	nt	0.5%
C=CCNc1nc(Cl)nc(Nc2ccccc2)n1	6%	2%	-6%	16%	1.5%
CCn1cc(C(=O)O)c(=O)c2cnc(N3CCN(C(=S)Nc4ccc(F)cc4)CC3)nc21	9%	-6%	nt	-12%	nt
COc1ccc(C2CC(c3cccs3)=NN2C(=O)CSC2=NN3CCCC(=O)N=C3S2)cc1 (stereo not drawn)	10%	7%	-4%	37%	9.8%
Cc1cnc(C(=O)N2CCCC(C(=O)c3cccc(OC(C)C)c3)C2)cn1 (stereo not drawn)	-2%	-9%	-12%	-2%	i
O=c1oc2ccccc2n1CSC1=NCCS1	-4%	-6%	-4%	36%	5.1%
Cn1c(=NC(=O)C2CC2)sc2cccc(F)c21	-2%	5%	9%	14%	1.6%

An excerpt from above in order of molecular weight, high to low:
SMILES	M. tuberculosis HTS	PhoP GFP inhibition	influenza NS1A	tuberculosis growth	VEEV TC-83 Vero	others
Cc1cccc(-n2ccnc2SCC(=O)Nc2ccc3c(c2)OCCO3)c1	2%	-2%	10%	-10%	2.9%
COCCOC(=O)c1c(C)oc2ccc(OS(C)(=O)=O)cc12	0%	3%	-3%	24%	1.8%
CCOC(=O)C1Oc2ccccc2C(C(=O)OC)=C1C(=O)OC (stereo not drawn)	nt	nt	14%	nt	0.5%

Next section
SMILES	M. tuberculosis HTS	PhoP GFP inhibition	influenza NS1A	tuberculosis growth	VEEV TC-83 Vero	others
Cc1cccc(NC(=O)COn2nnc3ccc(S(C)(=O)=O)cc32)c1	3%	7%	-2%	12%	3.0%
CCOc1cccc2cc(C(=O)Oc3ccc(OC)cc3)c(=O)oc12	26%	1%	-2%	?	0.4%
CCOC(=O)c1ccccc1NC(=O)C1CC(=O)N(c2ccccc2)C1 (stereo not drawn)	-6%	-6%	-3%	-6%	0.2%
Cc1ccc(C)c(OCCC(=O)OCC(=O)N2c3ccccc3NC(=O)C2(C)C)c1	-7%	nt	-22%	60%	0.5%
CCNc1nc(NC(C)C)nc(OCCOC(=O)c2ccccc2)n1	-13%	-7%	1%	-17%	10.0%
CCOc1ccc(C(=O)NCCc2cnc[nH]2)cc1	10%	-3%	0%	-15%	i
Cc1sc(NC(=O)/C=C/c2ccc(C(C)C)cc2)c(C#N)c1C	-2%	-6%	-1%	9%	5.2%
CCc1ccc(NC(=O)CSc2nnc(C3CC3)n2CC2CCCO2)cc1 (stereo not drawn)	7%	12%	5%	-14%	i
Cc1ccc(OCCN2CCN(C(=O)CCC(=O)Nc3nnc(CC(C)C)s3)CC2)cc1	16%	6%	0%	36%	i
O=C(NCc1ccco1)c1ccc2c(c1)N(Cc1ccccc1)C(=O)CS2=O (stereo not drawn)	-4%	-13%	-2%	18%	2.0%
O=C(NC(=O)c1ccccc1)NC1(C(F)(F)F)OCCO1	2%	1%	nt	-1%	nt
COc1ccc(C(=O)NCCS(=O)(=O)N2CCc3ccccc3C2)c(OC)c1	1%	2%	-14%	4%	7.0%
O=C(COC(=O)CN1C(=O)c2ccccc2C1=O)NC1CCCCC1	-2%	-16%	-7%	-15%	i
COCC(=O)N(Cc1ccccc1)c1ccccn1	-7%	-5%	-8%	-10%	0.0%	VEEV TC-83 Vero 10K pilot screen=0.3
Cc1cc(NC(=O)CN2C(=O)c3ccccc3S2(=O)=O)no1	7%	6%	1%	-7%	5.2%
